# Akt phos inh – inhibitors of Akt phosphorylation. Neuro2A IGF-stimulated pAkt S473 HTRF, 20 min; hits give low values. activity change, % for hits at 50 µM. actives 0.32% (n = 360,000); in the data active means activity change below about -80%; inconclusive means mostly about -51% to -80%; further: on the % scale 0 is the no-effect control and ±100 the full control effect
#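 Neuro2A cells in DMEM with 0.5% FBS, overnight at 37 deg C, given compound at single 50 µM final, then IGF (6 nM final) for 20 min at 37 deg C. Lysed; phospho-Akt Ser473 by HTRF after 24 h, 665/615 ratio.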
# CCT chaperon mod – changes cytosolic chaperonin activity; purified chaperonin ATPase assay, HTRF ADP detection, 30 min; activity change, % (concentration not given with the values), hits read low; actives 0.3% (n = 360,000); AID 651819; in the data active means activity change below about -30%; further: on the % scale 0 is the no-effect control and ±100 the full control effect
#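 Enzyme 40 or 20 nM (batch-dependent) in Tris pH 7.4/KCl/MgCl2/DTT; cpd 76 uM single point; ATP 10 uM; 30 min 37 °C; Transcreener ADP HTRF detection, 30 min RT; ratio 665/615.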
# TGFb inhibitor – TGF-b pathway inhibition; HepG2 CAGA-GFP TGF-b/SMAD3 reporter, GFP fluorescence, 18 h; TGF-beta stimulated, 500 pg/mL final; actives 1.2% (n = 410,000); Potency, µM (titrated, usually from 46.1 µM), inactives show at the highest dose activity, negative = inhibition, hits mostly inhibitors; further: potency means the concentration at half of the fitted maximal effect; on the % scale 0 is the no-effect control and ±100 the full control effect; nearly all actives have a fitted effect of over 65% in size
#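 Using HEPG2 CAGA-GFP reporter cells at 1000 cells/well, we pinned test compounds, stimulated with recombinant TGF-beta (500 pg/mL final) and measured total well GFP after 18 h.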
# Mm-Cpn inhibitor – inhibitors of Methanococcus maripaludis chaperonin (MmCpn); purified Mm-Cpn ATPase, ADP Transcreener TR-FRET; AID 504842; actives 0.031% (n = 330,000); Potency, µM (titrated, usually from 76.9 µM), inactives show top-dose activity, negative = inhibition, most hits filed as inhibitors; further: potency means the concentration at half of the fitted maximal effect; on the % scale 0 is the no-effect control and ±100 the full control effect; nearly all actives have a fitted effect of over 80% in size
#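 Compound-treated chaperonin, 25 nM final, turns over 10 uM ATP at 37°C for 30 min following a 10 min preincubation; ADP generated competes with ADP-d2 for Eu-cryptate antibody, lowering FRET.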
# Nrf2 inh – blocks Nrf2 signaling. A549 ARE-Fluc reporter, luciferase luminescence, 18-24 h. Potency, µM (top dose mostly 46 µM), inactives show at the top dose activity change, negative = inhibition, most hits filed as inhibitors. actives 2.1% (n = 360,000). AID 504444; further: potency means the concentration at half of the fitted maximal effect; on the % scale 0 is the no-effect control and ±100 the full control effect; nearly all actives have a fitted effect of over 60% in size
#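 In this cell-based qHTS, ARE-driven firefly luciferase in A549 cells reports Nrf2 activity; the luminescent signal after BugLite lysis is the measured value, with a prior CellTiter-Fluor read for cell health.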
# HepG2 viability – counter-screen for TGF-b inhibitors: cytotoxicity in HepG2 cells | actives 0.76% (n = 410,000) | HepG2 CAGA-GFP viability, ATP luminescence, 18 h | Potency, µM (highest dose often 46.1 µM), for the others: at the highest dose activity change, negative = cytotoxicity, hits mostly cytotoxic; further: potency means the concentration at half of the fitted maximal effect; some results filed as inactive show a strong effect at the top dose
#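 HepG2 CAGA-GFP cells (1000/well, DMEM with 1% FBS) received compound, then TGF-beta at 500 pg/mL final, and were incubated 18 hours at 37 degrees C. Viability was read by CellTiter-Glo luminescence. Media-only wells were set as complete cell-killing and DMSO as no toxicity.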
# Abeta yeast res – restores growth of yeast expressing A-beta42 peptide | Potency, µM (doses to about 46.1 µM), without a hit: at the top dose growth rescue, most hits filed as activators | actives 0.063% (n = 410,000) | AID 1347071 | yeast expressing A-beta42, growth rescue, OD600, 48 h; response scale: 0% DMSO, 100% iron-clioquinol control; further: potency means the concentration at half of the fitted maximal effect; nearly all actives have a fitted effect of over 55% in size
#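 Yeast growth medium received pinned compounds, then yeast cells expressing toxic A-beta were added; plates incubated at 30 C for 48 hr. Growth read as absorbance at 600 nm, normalized to DMSO and equimolar FeCl3 plus clioquinol controls.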
# A549 tox – A549 cytotoxicity, counter-screen for Nrf2 inhibitors. A549 ARE-Fluc cells, CellTiter-Fluor viability, 18-24 h. Potency, µM (doses to about 46 µM), without a hit: at the top dose activity change, negative = cytotoxicity, usual class: inhibitors. actives 0.16% (n = 390,000); further: potency means the concentration at half of the fitted maximal effect; on the % scale 0 is the no-effect control and ±100 the full control effect
#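 Cytotoxicity counterscreen: CellTiter-Fluor fluorescence was measured in A549 ARE_Fluc cells after 18-24 h of compound exposure in a concentration series. The subsequent BugLite luminescent read reports ARE-luciferase activity.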
# Nrf2 activator – activates Nrf2 signaling; AREc32 ARE-luciferase reporter (MCF7-derived line), luminescence, 24 h; Potency, µM (series often up to 46.1 µM), for inactives: at the top dose activation, actives largely listed as activators; actives 0.31% (n = 410,000); AID 624171; further: potency means the concentration at half of the fitted maximal effect; % of control where 0% means no effect; nearly all actives have a fitted effect of over 65% in size
#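 ARE-driven firefly luciferase activity in AREc32 cells measured after a 24 hr compound exposure at 37 deg C, using Steady-Glo reagent and a 30 min room-temperature hold.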
# * hit, by the source's call; i = inactive; ? = inconclusive; · = no result given; & = joins results of further samples; [ ] = remark or other dose. Unless noted, the call rests on the fitted dose curve; in most records, active means well fitted curve in the direction sought with a large enough effect; inconclusive means small, poorly fitted or top-dose-only effect, or another doubt; inactive means no such curve, though single readings can be large; an effect the other way counts as inactive or inconclusive.
SMILES,Akt phos inh,CCT chaperon mod,TGFb inhibitor,Mm-Cpn inhibitor,Nrf2 inh,HepG2 viability,Abeta yeast res,A549 tox,Nrf2 activator
COc1ccc(C(=O)C2CCN(C(=S)NCCc3ccc(OC)c(OC)c3)CC2)cc1,i,2.3,?,-3.8%,16.4µM*,-27.6%,3.3%,-24.0%,6.6%
CCC(C)OC(=O)C1=C(C)O[C@]23OC(N)=C(C#N)[C@]12C(=O)c1ccccc13 (stereo not given in full),i,1.1,-30.5%,1.3%,-17.8%,-18.8%,2.4%,-11.7%,0.3%
O=[N+]([O-])c1cccc(/C=N/Nc2ncc(Br)cn2)c1,i,0.4,2.1%,-0.7%,4.6%,-1.8%,-16.1%,-3.5%,10.8%
C=CCNC(=O)/C(C#N)=C/c1ccccc1Cl,i,0.6,-1.3%,-1.4%,-8.1%,-1.6%,?,-0.5%,0.8%
COc1ccc(NS(=O)(=O)c2ccc(-c3coc(C)n3)cc2)cc1,i,1.1,-7.3%,-1.4%,16.4µM*,-15.0%,-2.2%,1.6%,1.9%
COC(=O)[C@@H](NC(=O)NCc1cccc(OC)c1)C(C)C,·,-2.3,?,2.8%,·,9.0%,13.5%,-0.2%,-0.1%
Cc1cc2oc(=O)c(CC(=O)NCCCN(C)C)c(C)c2c2occ(C(C)(C)C)c12,i,-2.1,?,-1.1%,16.2%,22.4µM*,-26.9%,-6.1%,6.5%
CN(Cc1ccccc1)C(=O)C(=O)c1c[nH]c2ccccc12,i,-0.4,-6.9%,·,·,-10.6%,4.3%,·,0.6%
CCOc1ccccc1NC(=O)CN1CCc2ccccc2C1,i,0.2,-33.3%,-4.6%,-17.7%,-2.3%,-9.8%,7.2%,-0.2%
CN1C(=O)[C@H]2[C@@H](C3CC3)N3C(=O)CN(Cc4ccccc4)C(=O)[C@@]3(C)[C@H]2C1=O,i,-0.6,11.1%,1.4%,-6.7%,-4.5%,-3.4%,8.9%,-1.3%

# Reprinted from the part before: 4 entries, then new ones.
SMILES,Akt phos inh,CCT chaperon mod,TGFb inhibitor,Mm-Cpn inhibitor,Nrf2 inh,HepG2 viability,Abeta yeast res,A549 tox,Nrf2 activator
Cc1cc2oc(=O)c(CC(=O)NCCCN(C)C)c(C)c2c2occ(C(C)(C)C)c12,i,-2.1,?,-1.1%,16.2%,22.4µM*,-26.9%,-6.1%,6.5%
CN(Cc1ccccc1)C(=O)C(=O)c1c[nH]c2ccccc12,i,-0.4,-6.9%,·,·,-10.6%,4.3%,·,0.6%
CCOc1ccccc1NC(=O)CN1CCc2ccccc2C1,i,0.2,-33.3%,-4.6%,-17.7%,-2.3%,-9.8%,7.2%,-0.2%
CN1C(=O)[C@H]2[C@@H](C3CC3)N3C(=O)CN(Cc4ccccc4)C(=O)[C@@]3(C)[C@H]2C1=O,i,-0.6,11.1%,1.4%,-6.7%,-4.5%,-3.4%,8.9%,-1.3%
CNC(=S)N/N=C1\CC(c2ccccc2)Oc2ccccc21 (stereo not given),i,1.9,-17.4%,-7.9%,-28.2%,-39.9%,13.7%,0.2%,6.0%
Cc1cccc(C(=O)Nc2nc(-c3nnn(-c4cc(C)ccc4C)c3C)ns2)c1,·,·,?,·,9.2µM*,-38.5%,-3.6%,-13.7%,0.2%
O=C(C#Cc1ccccc1)Nc1ccccc1F,i,0.6,?,0.2%,?,-28.4%,-12.8%,10.4%,?
CC(=O)Cn1cnc2c(sc3nc(C)cc(C)c32)c1=O,i,0.9,-2.7%,1.4%,?,-14.1%,-8.5%,0.9%,0.0%
CCS(=O)(=O)NCc1ccc2c(c1)cc(C)n2C,i,1.5,1.3%,-5.5%,4.1%,0.9%,1.0%,-1.6%,-1.0%
CCCC(=O)Nc1nnc(S(=O)(=O)N2CCCCCC2)s1,i,-1.6,1.9%&-16.3%,-10.8%,?,8.0%&1.9%,3.9%&-7.0%,0.6%&6.0%,0.0%&-0.5%
COc1ccc(C2CC(=O)C(C=NCCCO)=C(O)C2)cc1 (stereo not given),i,0.6,17.5%,-2.5%,-21.4%,-25.2%,-12.4%,3.6%,0.2%
COCCCn1c(C(=O)N2CCOCC2)cc2c(=O)n3cccc(C)c3nc21,i,-0.4,35.0%[activator],·,-12.8%,-0.2%,-8.0%,-5.3%,-0.5%
Cn1c(C(=O)Nc2ccc3c(c2)OCCO3)cc2c(=O)n(C)c3ccccc3c21,i,-14.2,-5.2%,0.8%,-15.5%,-35.8%,16.6%,-10.5%,0.0%
CC(C)C[C@H]1CNC(=S)N1C[C@H]1CCCN1C[C@H](Cc1ccc(O)cc1)N1C[C@H](Cc2ccccc2)N(CCc2ccccc2)C1=S,i,1.1,?,·,·,-1.9%,2.2%,·,2.5%

# Whole records from above.
# `O=C(C#Cc1ccccc1)Nc1ccccc1F` as listed: Akt phos inh = i; CCT chaperon mod = 0.6; TGFb inhibitor = ?; Mm-Cpn inhibitor = 0.2%; Nrf2 inh = ?; HepG2 viability = -28.4%; Abeta yeast res = -12.8%; A549 tox = 10.4%; Nrf2 activator = ?
# `Cn1c(C(=O)Nc2ccc3c(c2)OCCO3)cc2c(=O)n(C)c3ccccc3c21` as listed: Akt phos inh = i; CCT chaperon mod = -14.2; TGFb inhibitor = -5.2%; Mm-Cpn inhibitor = 0.8%; Nrf2 inh = -15.5%; HepG2 viability = -35.8%; Abeta yeast res = 16.6%; A549 tox = -10.5%; Nrf2 activator = 0.0%

# Next section.
SMILES,Akt phos inh,CCT chaperon mod,TGFb inhibitor,Mm-Cpn inhibitor,Nrf2 inh,HepG2 viability,Abeta yeast res,A549 tox,Nrf2 activator
Cc1ccc(NC(=O)CN2CCCCCC2)c(Br)c1,i,-0.5,?,1.3%,?,-12.3%,0.0%,8.6%,0.0%
CCC[C@@H]1C=C(C(=O)OCC)[C@H](c2ccccc2)N1S(=O)(=O)c1ccc(C)cc1,i,0.4,?,·,·,-21.0%,-19.1%,·,0.6%
CC(C)N(C(=O)COC(=O)CNC(=O)c1ccc(Br)cc1)c1ccccc1,i,-0.5,4.6%,-0.2%,-7.4%,1.5%,18.1%,7.7%,-0.6%
CSCCC(NC(=O)c1ccco1)C(=O)O (stereo not given),i,-1.3,14.9%,-1.0%,·,5.0%,17.0%,-0.8%,-1.7%
O=C(O)CCn1cnc2onc(-c3ccccc3Cl)c2c1=O,·,·,6.0%,·,3.2%,-7.1%,-9.3%,6.9%,-0.1%
CCOC(=O)c1c(NC(=O)Cn2nnc(-c3ccc(Cl)cc3)n2)sc(C)c1C,i,-3.0,1.0%,1.0%,-2.3%,-3.2%,10.7%,8.9%,0.2%
CCCCNC(=O)N1CCN(C(=O)C2CCCO2)CC1 (stereo not given),i,2.9,5.1%,-0.1%,13.7%,0.2%,-11.2%,9.8%,-0.7%
COc1ccc(CC(=O)Nc2nc(C)cs2)cc1OC,i,-1.3,-9.6%,0.5%,?,-12.1%,-18.1%,-7.1%,-0.7%
CCOC(=O)c1ccc(Nc2sc(C(=O)c3cccc([N+](=O)[O-])c3)c(N)c2C#N)cc1,i,-1.9,-0.7%,1.8%,-2.3%,-17.6%,-6.0%,-21.7%,1.9%
NC1=NC[C@H](Cc2ccccc2)N1CCc1cc(C(F)(F)F)cc(C(F)(F)F)c1,i,-2.3,?,0.0%,18.2%,-104.5%,-3.8%,0.6%,-5.2%
Cc1nc(SC2CC(=O)N(c3cc(Cl)cc(Cl)c3)C2=O)nc2c1CCCC2 (stereo not given),i,1.5,?,-1.0%,?,-7.1%,11.2%,-6.9%,0.7%
CCCCc1nccn1CCn1ccnc1CCCC,i,-3.3,5.5%,0.7%,-3.6%,13.0%,11.8%,-1.6%,-0.4%
CCCCn1nc(C(=O)NC2CCCCCC2)c2ccccc2c1=O,i,-0.6,-2.5%,-3.7%,?,-6.5%,4.5%,0.9%,-0.3%
COc1cc2c(=O)c(S(=O)(=O)c3ccc(F)cc3)cn(Cc3ccccc3C)c2cc1OC,·,·,?,·,-11.3%,3.9%,0.6%,-0.1%,-1.4%
Cc1ccccc1Nc1c(-c2ccc(O)cc2)nc2c(C)cccn12,·,·,?,·,14.3%,-43.8%,-16.0%,2.0%,4.9%
Cc1cc(C)c(NC(=O)C2=CCN(S(=O)(=O)c3ccc(F)cc3)CC2)c(C)c1,i,-2.1,-8.8%,0.0%,-2.2%,-26.8%,-7.5%,-0.1%,-0.2%
Cc1ccc(-c2cc3onc(-c4ccccc4)c3c(=O)n2C)cc1,i,-0.4,?,0.6%,·,-9.4%,8.3%,6.0%,1.7%
CCc1ccc(C(O)(c2ccccc2OC)C(CN2CCOCC2)c2ccccc2)cc1 (stereo not given),i,-1.3,?,-1.6%,-21.4%,-7.0%,-2.7%,-1.1%,-1.0%
COc1ccc(C(=O)Nc2ccc(S(=O)(=O)Nc3ncccn3)cc2)cc1OC,i,1.7,-0.8%,-0.5%,?,7.2%,?,-3.2%,0.0%
O=C(O)c1ccccc1C(=O)Nc1ccccc1[N+](=O)[O-],i,2.0,-16.4%,-0.9%,-6.9%,-2.0%,-2.7%,-2.4%,2.5%
CC1=C(C(=O)N(C(C)C)C(C)C)CC(CC(=O)NCc2cccc3ccccc23)C(=O)N1Cc1ccc(C(C)(C)C)cc1 (stereo not given),i,2.4,7.94µM*,·,·,-7.7%,-12.2%,·,-0.6%
CCOc1ccc(/C=N/NC(=O)C(=O)NCc2ccco2)cc1,i,-2.6,-9.1%,1.8%,17.7%,6.8%,-6.0%,-15.5%,0.0%
C=CCNc1cccc(Br)c1,i,-1.1,6.1%,·,3.9%,-2.2%,-8.5%,-1.8%,-0.2%
CCN(CC)S(=O)(=O)c1ccc(OC)c(NC(=O)c2ccc([N+](=O)[O-])cc2)c1,i,1.4,-2.2%,-2.5%,-1.1%,-3.2%,-17.0%,4.5%,0.0%

# High-throughput results: PubChem BioAssay, National Center for Advancing Translational Sciences (NCATS)
